# LGR2 antag – blocks bursicon-induced cAMP signaling via Drosophila LGR2; HEK293 LGR2, CRE-luciferase, bursicon-stimulated, 4 h; inhibition, % at 9.99 µM; 380,000 compounds, 0.35% hits;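 active means drop in luminescence signal, shown as inhibition above about 50% in the replicate tests, limit read from the data, passing the limit was not always enough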;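 further: agonist challenge used bursicon conditioned medium at about half maximal strength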
# FN deposit inh – fibronectin deposition inhibition; AID 743247; AH1F fibroblasts, Alexa488-fibronectin deposition fluorescence, overnight; 350,000 compounds, 0.086% hits; inhibition, % at 12.6 µM;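 active means mean inhibition across replicates of 30% or more, regardless of how many single replicates reach that level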;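 further: positive control wells lacked labelled fibronectin entirely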
#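 Assay system: AH1F fibroblasts assembling fluorescent fibronectin matrix; Amount: 10000 AH1F cells per well; Buffer or medium: DMEM, 2% serum; Probe or stimulus: Alexa488-fibronectin, 24 nM final in well; Doses: single compound dose, delivered by pin transfer; Incubation: 1 h adhesion, overnight exposure; Measured by: fluorescence 485/525 nm; Read-out: fibronectin deposition inhibition.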
# CASP6 VEID inh – inhibitors of human caspase-6 | P55212 | purified caspase-6, Z-VEID-R110 cleavage fluorescence | inhibition, % at 12.5 µM | 350,000 compounds, 0.53% hits;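 active means mean inhibition across replicates at least about 35%, with every replicate also reaching that limit, limit read from the data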;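 further: 0% = median of neutral control wells and 100% = no fluorescence left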
# Target sequence (P55212 24-179 limits assumed): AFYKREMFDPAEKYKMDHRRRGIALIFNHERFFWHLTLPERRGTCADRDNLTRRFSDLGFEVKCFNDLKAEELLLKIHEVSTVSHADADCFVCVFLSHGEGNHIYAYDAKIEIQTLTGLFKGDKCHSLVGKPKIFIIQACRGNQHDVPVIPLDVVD
# Target sequence (P55212 194-293 limits assumed): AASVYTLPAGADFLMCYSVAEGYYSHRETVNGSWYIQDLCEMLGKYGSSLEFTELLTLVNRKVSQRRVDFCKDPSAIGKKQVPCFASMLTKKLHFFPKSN
# EWS-Fli block – blocks EWS/Fli oncoprotein-driven transcription | A673 NR0B1-luciferase reporter, viability-normalised | inhibition, % at 12.6 µM | 350,000 compounds, 0.67% hits;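 active means mean inhibition of at least 50% after viability correction, with every replicate also passing that limit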;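 further: firefly luciferase signal divided by Alamar Blue viability fluorescence both relative to DMSO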
# Cneo AK release – Cryptococcus neoformans lysis via adenylate kinase release; C. neoformans lysis, adenylate kinase release luminescence, 4 h; normalised: neutral wells 0, clomiphene wells 100; lysis activity, % at 15 µM; 360,000 compounds, 0.2% hits; AID 651654;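 active means mean lysis activity across replicates of at least 80%, whatever share of replicates individually reach that level; inactive means mean lysis activity below 80%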
#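 Schedule: static 4 h at 37 °C with compound, 1 h detection; system: C. neoformans cells; benchmarks: Clomiphene as positive control; buffer or medium: fresh YPD medium; measure: luminescence rise reflecting yeast cell lysis; measured by: luminescent adenylate kinase detection reagent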
# miR122 inh – miR-122 inhibition in Huh7 cells; Huh7 miR-122 Renilla luciferase sensor, 48 h; neutral wells = 0, positive control = 100; activation (reporter increase), % at 12.5 µM; 340,000 compounds, 0.3% hits; AID 602342;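 active means mean replicate activation score at least 90 and every replicate individually at or above 90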;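 further: higher luciferase means less miR-122 activity so hits act as miR-122 inhibitors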
# PGC1a acetyl inh – lowers PGC1a acetylation signal in U2OS cells | AlphaScreen anti-acetyl-lysine; with virally co-expressed GCN5 acetyltransferase | 350,000 compounds, 0.17% hits | inhibition, % at 15.6 µM;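 active means every replicate shows inhibition of at least 40%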;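 further: 0% = neutral control wells and 100% = positive control wells; some results beyond the cut were filed as inactive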
# PAX8 inh HTS – lowers PAX8-driven luciferase in RMG-I cells; RMG-I TPO-luciferase reporter, SteadyGlo, 24 h; inhibition, % at 12.6 µM; 360,000 compounds, 1.2% hits;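 active means mean replicate inhibition at least 60% with every replicate also reaching 60%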;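 further: luciferase light reporting Pax8 driven TPO promoter activity; plate controls were median of neutral control wells for no effect and mitoxantrone controls for full effect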
# An asterisk follows results filed as active; nt = not tested or not shown; [ ] = dose if it differs, or a comment.
SMILES,LGR2 antag,FN deposit inh,CASP6 VEID inh,EWS-Fli block,Cneo AK release,miR122 inh,PGC1a acetyl inh,PAX8 inh HTS
C[C@H]1CN([C@@H](C)CO)C(=O)c2cc(NC(=O)Nc3ccc4c(c3)OCO4)ccc2O[C@H]1CN(C)Cc1ccc(C(=O)O)cc1,-17,nt,-1,-12,54,2[16.7 µM],4,nt
CN1C[C@@H](O)COC[C@H]2O[C@H](CC(=O)N3CCN(c4ccccc4)CC3)CC[C@@H]21,-1,-8,2,0,2,5[16.7 µM],-3,-1
CC(C)(C)NS(=O)(=O)c1ccc(CCC(=O)N2CCCC2)cc1,nt,8,2,-4,nt,nt,nt,13
CCC1Oc2ccc(C)cc2N(CC(=O)N(Cc2ccncc2)Cc2ccco2)C1=O (stereo unspecified),nt,-5,nt,nt,-1,5,4,-7
Cc1ccc(NC(=O)c2sc(N)nc2C)cc1,-36,-19,0,-77,-5,10,1,-33
Cc1ccc(Cc2cnc(N3C(=N)SC(C)C3=O)s2)cc1 (stereo unspecified),nt,4,-4,-10,nt,nt,nt,-15
COc1ccc(C)cc1-n1nnnc1SCc1nc2ccccc2c(=O)[nH]1,14,13,-1,13,nt,17,-14,21
O=C(c1cncs1)N1CCCC(CNS(=O)(=O)c2cccs2)C1 (stereo unspecified),-11,-7,-1,-4,nt,nt,-5,1
COc1cc(C2CC(=O)Oc3cc(C)c(Br)c(C)c32)cc(OC)c1OC (stereo unspecified),-7,-1,0,-2,0,nt,nt,-12
C[C@@H]1CCCCO[C@@H](CN(C)Cc2ccc(C(=O)O)cc2)[C@H](C)CN([C@H](C)CO)C(=O)c2cc(NC(=O)CCCN(C)C)ccc2O1,1,nt,4,45,-4,6[16.7 µM],4,-23
CC(C)CN1CCNC(=O)C1CC(=O)NCCCN1CCCc2ccccc21 (stereo unspecified),1,-11,-57,25,6,-6,6,17
OC(c1ccccc1)c1nc(-c2cc(F)cc(F)c2)cs1 (stereo unspecified),nt,nt,0,-1,-4,3,5,-36
O=C(CCCCn1c(=S)[nH]c2ccsc2c1=O)NCc1ccc2c(c1)OCO2,29,-7,-2,0,2,5,nt,-17
C[C@H](CO)N1C[C@H](C)[C@@H](CN(C)C(=O)CN(C)C)Oc2cc(C3=CCCC3)ccc2S1(=O)=O,14,nt,-11,-9,-1,4[16.7 µM],-2,nt
O=S(=O)(c1ccc(SCc2ccc(Br)cc2)nc1)N1CCOCC1,27,-1,-4,9,1,-14,-21,10
CCOc1ccccc1/C=c1\sc2nc(-c3ccco3)nn2c1=O,-6,nt,nt,nt,-3,-4,-2,nt
COC(=O)[C@H]1C[C@@]2(O)CN(S(=O)(=O)c3ccc(C)cc3)C[C@@]2(OC(=O)Nc2cccs2)C[C@H]1C(=O)OC,23,0,10,1,1,5,-3,11
Cc1ccc(NC(=O)C2CCN(C(=O)[C@@H]3Cc4ccccc4CN3)CC2)cc1,-69,2,-2,nt,-2,11,-7,-30
CC(=O)c1c(C)nc(C)nc1NC(=O)C(C)C,nt,-9,nt,nt,0,-3,5,-6
CC(=O)N1CCN(C(=S)c2ccc(N(C)C)cc2)CC1,4,nt,0,-1,6,1,nt,nt
Cc1ccc(S(=O)(=O)ON=C2CCN(S(=O)(=O)c3ccccc3)CC2)cc1,nt,1,nt,nt,1,-1,-6,3
Cc1nc(SCC(=O)Nc2cc(S(=O)(=O)N3CCOCC3)ccc2Cl)nc(C)c1C,15,1,3,-5,-2,1,-2,7
Cc1ccc(-c2nc3ncccc3n2O)cc1,7,-3,-2,-2,-3,-6,-4,6
CCOC(=O)C1CCN(Cc2cc(C(C)C)c(O)c(C(C)C)c2)CC1,25,8,2,6,nt,nt,2,3
Cn1cc(-c2cccc3nncn23)cn1,2,-8,0,3,0,-1,nt,-4
O=C(COc1cccc(C(F)(F)F)c1)Nc1ccc(S(=O)(=O)N2CCCC2)cc1,4,nt,2,9,-3,12,9,nt
Cc1oc(-c2ccccc2)nc1CS(=O)CC(=O)NC1CCCC1 (stereo unspecified),2,-4,0,1,0,2,8,10
C=CCNC(=O)NC(=O)COC(=O)/C(C#N)=C/c1cc(C)n(CCC(C)C)c1C,-27,-3,nt,nt,-1,-7,5,nt
CCOc1ccc(NC(=O)c2cccc(OC(=S)N3CCOCC3)c2)cc1,1,-2,1,-13,nt,nt,-6,-10
Cn1c(COc2ccc(Cl)cc2)nnc1SCC(=O)NC1CCCCC1,nt,4,nt,nt,1,0,6,nt
C[C@@H]1CN([C@H](C)CO)C(=O)Cc2cc(NS(=O)(=O)c3ccccc3)ccc2O[C@H]1CN(C)Cc1ccc(Oc2ccccc2)cc1,-12,nt,0,6,-2,-2[16.7 µM],-12,-4
CCc1nc2ccc(C(=O)NCc3cccs3)cn2c1N(CC)Cc1cccc(Br)c1,6,-2,-3,5,1,7,nt,5
COc1ccc(CCNC(=O)CCCN2C(=O)c3ccccc3C2=O)cc1,-34,6,-3,8,nt,-1,9,-6
CCn1ccnc1[C@@H]1C[C@H]2CN(c3ccccc3OC)C(=O)[C@]23CCCN13,15,1,3,-11,0,-1,1,-4
CC1(C(=O)Nc2cccc(NS(C)(=O)=O)c2)Cc2c(-c3cccc(C(N)=O)c3)ccnc2O1 (stereo unspecified),10,1,0,6,1,-1,-10,-21
O=C(NCC1CCCO1)C(c1cccs1)N(Cc1cccs1)C(=O)Cn1nnc(-c2cccs2)n1 (stereo unspecified),nt,-5,nt,nt,-2,116*,-7,16
S=c1[nH]nc(-c2ccccc2Cl)n1/N=C/C=C/c1ccco1,-3,4,31,14,-2,4,10,0
CS(=O)(=O)Nc1ccc2c(c1)[C@@H]1C[C@@H](CC(=O)NCc3ccc(Oc4ccccc4)cc3)O[C@@H](CO)[C@@H]1O2,-28,-15,-2,55*,2,-3[16.7 µM],-15,84*
COC(=O)c1c(NC(=O)CSc2ncnc3ccccc23)sc(C)c1C,22,2,-1,2,-6,7,-4,38
Cc1cc(C)n(/N=C/c2ccc(O)cc2)c(=O)c1C#N,-13,13,-1,-4,-1,-2,-3,4
Cc1cccc(OCC2=NS(=O)(=O)c3ccccc3N2)c1,nt,0,nt,nt,-1,41,6,-85
COc1ccc(-c2nc(NC(C)=O)sc2-c2ccccc2)cc1,6,-16,1,5,nt,nt,-10,21
CN(C)c1ccc(C(CNS(=O)(=O)c2ccc(F)cc2)c2c[nH]c3ccccc23)cc1 (stereo unspecified),-10,3,nt,nt,3,12,-24,30
O=C(CSc1n[nH]c(=O)n1C1CC1)c1c[nH]c2ccccc12,-1,-2,-1,-11,0,-5,-5,-21
COc1ccc(CN2C[C@@H](O)COC[C@H]3O[C@@H](CC(=O)N4CCc5ccccc5C4)CC[C@@H]32)cc1,-6,2,-2,6,-1,-12[16.7 µM],-4,10
COc1cccc(NC(=S)N(CCN(C)C)C(C)c2cccnc2)c1 (stereo unspecified),-2,4,-6,0,-5,-7,4,9
Cc1oc2c(C)c3oc(=O)c(CCC(=O)NCCCN4CCCC4=O)c(C)c3cc2c1C,-21,nt,2,0,0,-1,-26,nt
O=C(CSc1nnc2c(Cl)cc(C(F)(F)F)cn12)NCc1ccc(F)cc1,nt,-6,-6,-1,nt,nt,nt,18
CCOC(=O)CN1CC23C=CC(O2)C(C(=O)Nc2ccc4c(c2)OCO4)C3C1=O (stereo unspecified),-28,4,-3,-19,-2,-3,14,-46
O=C1NC(=O)/C(=C\c2ccc(Cl)cc2Cl)N1,11,nt,4,-7,2,-8,4,6
CCC(=O)Nc1ccc(C(=O)NNC(=O)Cc2ccccc2)cc1,-2,7,-3,6,nt,nt,nt,13
CNc1nc(C)c(C(=O)OCc2ccccc2)s1,nt,2,nt,nt,4,-19,-14,nt
C=CCN1C(=O)C(=O)N(CC(=O)c2ccc3c(c2)CCCC3)C1=O,-10,4,0,-30,1,0,6,-60
Cc1csc(SCC(=O)c2c(N)n(CC(C)C)c(=O)n(C)c2=O)n1,-5,-3,nt,nt,-2,13,-3,nt
O=C(Nc1cccc2[nH]c([C@H]3C[C@H](O)[C@@H](CO)O3)nc12)NC(c1ccccc1)c1ccccc1,7,3,-1,-4,-1,nt,nt,6
CC(Sc1nc2c(c(=O)[nH]1)CCCC2)C(=O)Nc1ccccc1C#N (stereo unspecified),12,1,0,-1,4,-4,-9,13
CCN(CC(=O)Nc1ccc(NC(C)=O)cc1)C(=O)C12CC3CC(CC(Cl)(C3)C1)C2,14,nt,-8,0,1,2,14,47
O=C(CCCN1C(=O)C(c2ccccc2)Oc2cccnc21)Nc1ccccc1Cl (stereo unspecified),1,-11,2,0,0,3,66,0
CN1C(=O)c2cc(NC(=O)c3ccc(F)cc3)ccc2OC[C@H]2O[C@@H](CC(=O)N3CCOCC3)CC[C@@H]21,-2,-12,-1,5,5,-1[16.7 µM],-1,-7
COc1ccccc1NC(=S)NC1CCC(CC2CCC(NC(=S)Nc3ccccc3OC)CC2)CC1 (stereo unspecified),10,3,-1,0,nt,nt,nt,11

# Reformatted bar-delimited: entries from further up.
molecule | LGR2 antag | FN deposit inh | CASP6 VEID inh | EWS-Fli block | Cneo AK release | miR122 inh | PGC1a acetyl inh | PAX8 inh HTS
CCOC(=O)CN1CC23C=CC(O2)C(C(=O)Nc2ccc4c(c2)OCO4)C3C1=O (stereo unspecified) | -28 | 4 | -3 | -19 | -2 | -3 | 14 | -46
O=C1NC(=O)/C(=C\c2ccc(Cl)cc2Cl)N1 | 11 | nt | 4 | -7 | 2 | -8 | 4 | 6
CCC(=O)Nc1ccc(C(=O)NNC(=O)Cc2ccccc2)cc1 | -2 | 7 | -3 | 6 | nt | nt | nt | 13
CNc1nc(C)c(C(=O)OCc2ccccc2)s1 | nt | 2 | nt | nt | 4 | -19 | -14 | nt
C=CCN1C(=O)C(=O)N(CC(=O)c2ccc3c(c2)CCCC3)C1=O | -10 | 4 | 0 | -30 | 1 | 0 | 6 | -60
Cc1csc(SCC(=O)c2c(N)n(CC(C)C)c(=O)n(C)c2=O)n1 | -5 | -3 | nt | nt | -2 | 13 | -3 | nt
O=C(Nc1cccc2[nH]c([C@H]3C[C@H](O)[C@@H](CO)O3)nc12)NC(c1ccccc1)c1ccccc1 | 7 | 3 | -1 | -4 | -1 | nt | nt | 6
CC(Sc1nc2c(c(=O)[nH]1)CCCC2)C(=O)Nc1ccccc1C#N (stereo unspecified) | 12 | 1 | 0 | -1 | 4 | -4 | -9 | 13
CCN(CC(=O)Nc1ccc(NC(C)=O)cc1)C(=O)C12CC3CC(CC(Cl)(C3)C1)C2 | 14 | nt | -8 | 0 | 1 | 2 | 14 | 47
O=C(CCCN1C(=O)C(c2ccccc2)Oc2cccnc21)Nc1ccccc1Cl (stereo unspecified) | 1 | -11 | 2 | 0 | 0 | 3 | 66 | 0
CN1C(=O)c2cc(NC(=O)c3ccc(F)cc3)ccc2OC[C@H]2O[C@@H](CC(=O)N3CCOCC3)CC[C@@H]21 | -2 | -12 | -1 | 5 | 5 | -1[16.7 µM] | -1 | -7
COc1ccccc1NC(=S)NC1CCC(CC2CCC(NC(=S)Nc3ccccc3OC)CC2)CC1 (stereo unspecified) | 10 | 3 | -1 | 0 | nt | nt | nt | 11

# Screening data (PubChem)
